Compound activity deposited in PubChem BioAssay by several laboratories.
PMI activator = activators of human PMI, primary screen, biochemical, fluorescence intensity, near-Km mannose 6-phosphate; Mannose-6-phosphate isomerase (Homo sapiens), P34949; purified human PMI, coupled resazurin fluorescence, 20 min; hits give high values; 1 = vehicle control, 0 substrate-free wells; activation factor at 20 µM; 190,000 tested, 0.005% active;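 active means activation factor of 2 or more at 20 µM, relative to plate controls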
Target sequence (P34949 whole entry, looked up): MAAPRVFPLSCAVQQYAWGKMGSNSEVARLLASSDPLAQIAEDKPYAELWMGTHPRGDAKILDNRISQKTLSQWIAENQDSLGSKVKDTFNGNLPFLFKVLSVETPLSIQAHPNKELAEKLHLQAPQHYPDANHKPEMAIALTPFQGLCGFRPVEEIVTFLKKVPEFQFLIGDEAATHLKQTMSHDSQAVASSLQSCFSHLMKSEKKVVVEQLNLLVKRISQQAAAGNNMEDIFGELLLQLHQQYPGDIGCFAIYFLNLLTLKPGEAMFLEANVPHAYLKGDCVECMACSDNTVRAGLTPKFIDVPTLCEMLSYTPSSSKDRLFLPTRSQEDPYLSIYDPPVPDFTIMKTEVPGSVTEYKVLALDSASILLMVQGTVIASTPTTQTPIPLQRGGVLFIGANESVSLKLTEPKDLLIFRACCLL
PMI act satM6P = human PMI activators, high substrate, primary screen, biochemical, fluorescence intensity, near-saturating mannose 6-phosphate | Mannose-6-phosphate isomerase (Homo sapiens), P34949 | coupled PMI enzyme assay, resazurin fluorescence, 20 min; hits give high values; 1 = untreated enzyme, 0 = substrate-free blank | activation factor at 20 µM | 190,000 tested, 0.34% active | AID 1216, 2008;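 active means activation factor of 2 or more at 20 µM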
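Test system: Human PMI in coupled enzyme assay | Input: 15 ng/mL PMI | Medium: HEPES-buffered pH 7.4 with magnesium and detergent | Compound: One concentration, 20 µM, in 1% DMSO | Incubation: Enzyme reaction with compound 20 min at room temperature | Detection: Diaphorase-driven resazurin-to-resorufin fluorescence, excitation 544, emission 590 nm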
Diaph act CS = compounds boosting diaphorase resazurin reduction – biochemical, uHTS, resorufin fluorescence, counter-screen for diaphorase-coupled primary assays, primary screen; Diaphorase/resazurin coupled assay, 16 min; hits give high values; 1 = vehicle wells, 0 = NADH-free wells; activation factor at 20 µM; 190,000 tested, 0.005% active; AID 1229, 2008;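 active means diaphorase activity raised at least twofold by the compound at 20 µM; inactive means activation factor below 2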
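System – purified diaphorase enzyme from Clostridium kluyveri · Input – enzyme 0.07 U/mL final · Also added – final NADH 0.114 mM, resazurin 0.1 mM · Measured by – fluorescence of resorufin, 544 nm excitation, 590 nm emission · Timing – 16 min enzyme reaction, ambient temperature · Measure – resorufin increase flagging diaphorase activators or reducers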
TNAP act hi DEA = TNAP activators at high phosphate acceptor level, primary screen, biochemical, luminescence, uHTS | activation factor at 20 µM | Alkaline phosphatase, tissue-nonspecific isozyme (Homo sapiens), P05186 | 200,000 tested, under 10 active | purified TNAP, CDP-star luminescence, 1 M DEA, 30 min; hits give high values; 0 = EDTA background, 1 = DMSO-only activity | AID 1136, 2008;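 active means activation factor at least 2 at 20 µM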
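Assay system: human TNAP; Input: enzyme diluted 1/800 final; Reagent: CDP-star luminogenic substrate at 100 µM final; Timing: 30 min, room temperature; Signal: luminescence; Evaluation: TNAP activation factor scaled between EDTA and DMSO control wells.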
Diaph inh CS = diaphorase inhibitors and chemical oxidizers, primary screen, counter-screen for diaphorase-coupled primary assays, biochemical, uHTS, resorufin fluorescence | inhibition, % at 20 µM | diaphorase resazurin-to-resorufin fluorescence, NADH, 16 min; bacterial (C. kluyveri) enzyme, not human | AID 1217, 2008 | 190,000 tested, 0.69% active;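 active means primary screen inhibition at 20 µM above a set limit, cut at about 50% in these data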;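 further: plate controls were DMSO with full reaction for no effect and wells lacking NADH for full effect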
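Assay system – diaphorase enzyme from Clostridium kluyveri · Amount – diaphorase 0.14 U/mL (working solution) · Times – reaction incubation of 16 min at room temperature · Controls – No-NADH positive control and DMSO neutral control · Signal – resorufin fluorescence 544/590 nm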
Efa HMGR inh = inhibitors of E. faecalis class II HMGR, primary screen, biochemical, Enterococcus faecalis. HMG-CoA reductase (Enterococcus faecalis, mvaE). purified E. faecalis HMGR, NADPH absorbance 340 nm kinetic. inhibition, % at 10 µM. 190,000 tested, 0.41% active. AID 1066, 2008;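 active means inhibition above a set limit, the median over all tested compounds plus 3 SD, cut at about 9.5% in these data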;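 further: enzyme runs in reverse so mevalonate oxidation gives rising NADPH absorbance; 0% = complete reaction with DMSO and 100% = background rate lacking mevalonate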
TNAP inh noacc = human TNAP enzyme inhibitors, primary screen, biochemical, luminescent, no phosphate acceptor, uHTS; AID 1012, 2008; inhibition, % at 20 µM; purified TNAP, CDP-star luminescence, 30 min; 200,000 tested, 0.26% active;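 active means tissue-nonspecific alkaline phosphatase inhibition above about 50% at 20 µM in the single-dose screen, limit read from the data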;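 further: 0% = DMSO negative control and 100% = EDTA positive control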
TNAP inh hiacc = human TNAP enzyme inhibitors, primary screen, biochemical, luminescent, high phosphate acceptor level, uHTS | purified TNAP, CDP-star luminescence, 1 M DEA | inhibition, % at 20 µM | 200,000 tested, 0.03% active;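 active means over 50% inhibition of tissue-nonspecific alkaline phosphatase at 20 µM in the single-dose screen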;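 further: plate controls were DMSO wells for no effect and EDTA-quenched wells as full inhibition for full effect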
G6PDH CS = L. mesenteroides G6PDH inhibitors, counter-screen for G6PDH-coupled screening assays, biochemical, Leuconostoc mesenteroides enzyme; 200,000 tested, 0.12% active; inhibition, % at 5 µM; Purified L. mesenteroides G6PDH, diaphorase/resazurin coupled fluorescence, 45 min; in the data active means inhibition above about 50%
FLuc act counter = FLuc activators, initial screening, artefact control for FLuc-dependent activation tests, biochemical, ATPlite luminescence. AID 1027, 2008. activation factor at 10 µM. 200,000 tested, under 10 active. ATPlite luciferase biochemical, 10 min; 0 = ATP-free wells, 1 = DMSO control;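 active means luciferase activation factor, scaled between plate controls, of at least 2 with compound at 10 µM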
Target sequence (P08659 whole entry, looked up): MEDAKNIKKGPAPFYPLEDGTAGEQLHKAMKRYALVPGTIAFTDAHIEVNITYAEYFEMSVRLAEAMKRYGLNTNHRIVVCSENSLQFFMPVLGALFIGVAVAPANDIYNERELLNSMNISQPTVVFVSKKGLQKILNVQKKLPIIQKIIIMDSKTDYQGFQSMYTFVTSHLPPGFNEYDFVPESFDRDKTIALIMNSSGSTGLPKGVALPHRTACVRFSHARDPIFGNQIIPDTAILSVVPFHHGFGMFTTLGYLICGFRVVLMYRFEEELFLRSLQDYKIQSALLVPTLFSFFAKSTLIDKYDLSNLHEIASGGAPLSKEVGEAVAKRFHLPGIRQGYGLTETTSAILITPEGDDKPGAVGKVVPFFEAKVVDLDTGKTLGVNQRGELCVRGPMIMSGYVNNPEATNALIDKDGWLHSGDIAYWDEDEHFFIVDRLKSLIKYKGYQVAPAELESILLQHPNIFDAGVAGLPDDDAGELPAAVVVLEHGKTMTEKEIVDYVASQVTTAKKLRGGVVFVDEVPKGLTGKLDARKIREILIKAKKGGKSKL
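Material: Luciferase/luciferin reagent mix; Doses: test compounds dosed from 2 mM stocks in 100% DMSO; Schedule: 10 min incubation after luciferase reagent addition, room temperature; Measured by: luminescence from luciferase reaction; Read-out: luminescence gain marking luciferase activators.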
Numbers without * were called inactive; nt = not tested or not shown.

SMILES	PMI activator	PMI act satM6P	Diaph act CS	TNAP act hi DEA	Diaph inh CS	Efa HMGR inh	TNAP inh noacc	TNAP inh hiacc	G6PDH CS	FLuc act counter
CCOC(=O)C1CCN(C(=O)COC(=O)c2ccc(Br)o2)CC1	1	1	0.9	1	5	0	-3	-1	12	1
COc1cccc2c(=O)n(CC(=O)NC3CCCCC3)ccc12	0.9	0.9	0.9	1	11	-2	-5	1	-2	1
O=C1CN=C(Nc2ccccc2)N1Cc1cccs1	1.1	1.1	1	1	2	-4	8	-2	7	1.1
Cc1ccc2nc(SCC(=O)c3ccc4c(c3)OCO4)[nH]c2c1	1	1.1	1	1	3	-2	-17	-3	1	1.1
CCOC(=O)N1CCC(NS(=O)(=O)c2cc3c(cc2C)NC(=O)CO3)CC1	1.1	1.1	1	1	-2	2	-1	-4	2	1.1
O=C(CCCc1ccccc1)NCCC1=CCCCC1	1	1	0.9	1.1	7	-3	-10	-8	3	1
C=CCSC1=N/C(=C\c2sccc2C)C(=O)S1	1	1	0.9	1	8	-7	2	1	-3	0.9
COc1ccc(CCn2nnnc2C(CC(C)C)N2CCC(C(N)=O)CC2)cc1OC (stereo not drawn)	1	1	0.9	1.1	14	-2	-16	-10	4	1.1
O=C(CCc1nc(-c2ccccc2F)no1)Nc1ccc(Oc2ccccc2)cc1	1.1	1	0.9	1.1	9	-6	-6	-8	9	1
O=c1[nH]c2ccc(S(=O)(=O)NCc3ccccc3)cc2[nH]1	1	1	1	1	5	2	18	0	5	1
Cc1sc2nc(CSc3nnc(Cc4cccs4)n3C3CCCCC3)[nH]c(=O)c2c1C	1.3	1.3	0.7	1	25	2	-12	-2	3	1.1
Cc1c(C(=O)NC(=S)NCc2cccnc2)oc2ccccc12	nt	nt	nt	1	nt	0	-2	0	7	1
O=C(Oc1cccnc1)c1cccc(Cl)c1	1	1	0.8	1	16	-1	-4	-2	7	1
Fc1ccc(NC(=S)NCc2ccc3c(c2)OCO3)cc1	1	1	0.9	1	7	-1	-9	-4	7	1.1
Cn1c(O)c(N=NC(=O)Cn2c(C(F)(F)F)nc3ccccc32)c2ccccc21	1	0.9	0.9	1	14	-3	-2	-3	3	1.1
CC(C)(C)c1ccc(/C=C/C(=O)Nc2ncccn2)cc1	1	0.8	0.8	1	18	-3	-2	-4	9	0.5
CC(C)NC(=O)CN(Cc1ccccc1)S(=O)(=O)c1ccccc1	1	1	1	1	3	-2	-5	2	-2	1
O=C(CCC(=O)N1CCN(S(=O)(=O)c2cccc(F)c2)CC1)c1cccs1	1	0.9	1	1	3	-7	-5	-2	4	1.1
COc1cc2cc(C(c3nnnn3C3CCCCC3)N(C)C3CCCCC3)c(=O)[nH]c2cc1OC (stereo not drawn)	0.9	1	0.8	1	17	0	-2	0	5	1
COCCn1c(SCCN2CCOCC2)nc2c1c(=O)[nH]c(=O)n2C	1.1	1.1	0.9	1	9	2	-9	-4	-1	1.1
O=C(CSc1nnc(-c2ccccc2)o1)n1c2c(c3ccccc31)CCCC2	1	1	1	1	1	-2	-8	-3	3	1.1
CN(C)S(=O)(=O)c1ccc(NC(=O)Cn2c(-c3ccccc3)noc2=O)cc1	1.1	1.1	1.1	1.1	-8	-5	10	-6	13	1
Cc1cc2[nH]cnc2c([N+](=O)[O-])c1C	0.8	0.7	0.7	1.1	25	-4	-15	-6	15	1.1
Cc1cc2c(=O)n(CC(=O)N3CCN(c4ccc(F)cc4)CC3)cnc2s1	0.9	0.9	0.9	1	12	-2	-10	-4	-9	1.1
O=C1CN(C(=O)COC(=O)/C=C/c2ccco2)c2ccccc2N1	1	1	0.9	1.1	12	-4	-10	-6	-2	1.1
Nn1cnc2c([nH]c3ccccc32)c1=O	1.1	1.1	1.1	1	-7	-1	-18	-2	2	1
C/C(CC(=O)Nc1ccc(Cl)cc1Cl)=N\NC(=O)C(=O)NCCO	1	1	0.9	1	6	-6	2	0	2	1
CC(NC(=O)c1ccco1)c1ccc2c(c1)OCCO2 (stereo not drawn)	1.1	1.2	1	0.9	2	-5	3	6	4	1.1
CCOC(=O)C1CCN(C(=O)c2cccc(NS(=O)(=O)c3ccc(F)c(F)c3)c2)CC1	1.1	1	0.8	1	17	-13	-24	0	-8	1
Cc1cccc(NC(=O)C(C)N2C(=O)C3C4CC(C(Br)C4Br)C3C2=O)c1 (stereo not drawn)	0.9	1	1	1	2	2	-2	1	-2	1
O=C(CSCc1ccc(F)cc1)NCc1ccco1	0.9	1	1	1	0	3	-9	-5	4	1
COc1ccc(-c2c(C)n([O-])c(C)c(-c3ccccc3)[n+]2=O)cc1OC	0.8	0.9	0.8	1	22	-3	-5	1	1	1
Cc1ccccc1-c1nc(S(=O)(=O)c2ccc(Cl)cc2)c(NCCN2CCOCC2)o1	1	1	0.9	1	7	-4	-2	3	0	1
CN(C)C(=O)c1c2c(nc3ccccc13)-c1ccccc1CC2	1.1	0.8	0.9	1	12	-7	2	-3	6	1
COn1c2c(c3c4nonc4ccc31)CCCC2	0.6	0.7	0.7	1.1	34	-2	-21	-6	47	1
CCCCCCSc1nsc(N)n1	0.8	0.9	0.9	1	14	-7	-5	-1	4	1.1
O=C(CN(C(=O)CCC(=O)Nc1ccccn1)c1ccc2c(c1)OCO2)NCc1ccco1	1	0.9	0.8	1.1	19	0	-16	-9	5	1.1
CC(=O)N1CCN(C(=O)c2cc(S(=O)(=O)Nc3ccc(S(C)(=O)=O)cc3)ccc2Cl)CC1	1.3	1.4	1.1	1.1	-14	-3	-7	-8	9	1.1
CCCS(=O)(=O)c1ccc(COC(=O)c2ccc(NC(C)=O)cc2)cc1	1	1	1.1	1.1	-7	-4	-6	-6	13	1
CC(=O)c1ccc2c(c1)N(C)c1ccccc1S2	1	0.9	0.9	1	13	-3	-3	1	2	0.9
COC(=O)c1ccc2c(=O)n(CCCN3CCOCC3)c(=S)[nH]c2c1	0.9	1	0.9	1	8	4	-11	-3	0	1
CCc1nc(SCC(=O)Nc2cc(C)on2)n[nH]1	0.9	1	0.9	1	6	-2	-2	-2	6	1
COc1cc(Br)c(S(=O)(=O)Nc2c(C)n(C)n(-c3ccccc3)c2=O)cc1OC	1	1	0.9	1	10	-4	-13	-3	0	1.1
COc1ccc(N2C(=O)C(O)C2c2ccc(C)cc2)cc1 (stereo not drawn)	1	0.9	0.9	1	9	1	-8	-3	2	1
Cc1ccc(-c2cc(C(=O)NCCN3CCOCC3)no2)cc1	0.9	0.9	0.8	1	16	2	-4	2	-9	1

Full records, looked up by structure.
Shown for `O=C(Oc1cccnc1)c1cccc(Cl)c1` = PMI activator = 1; PMI act satM6P = 1; Diaph act CS = 0.8; TNAP act hi DEA = 1; Diaph inh CS = 16; Efa HMGR inh = -1; TNAP inh noacc = -4; TNAP inh hiacc = -2; G6PDH CS = 7; FLuc act counter = 1
Shown for `Cc1ccc2nc(SCC(=O)c3ccc4c(c3)OCO4)[nH]c2c1` = PMI activator = 1; PMI act satM6P = 1.1; Diaph act CS = 1; TNAP act hi DEA = 1; Diaph inh CS = 3; Efa HMGR inh = -2; TNAP inh noacc = -17; TNAP inh hiacc = -3; G6PDH CS = 1; FLuc act counter = 1.1

Additional results:
SMILES	PMI activator	PMI act satM6P	Diaph act CS	TNAP act hi DEA	Diaph inh CS	Efa HMGR inh	TNAP inh noacc	TNAP inh hiacc	G6PDH CS	FLuc act counter
O=C(COc1ncnc2ccccc12)N1CCN(S(=O)(=O)c2ccccc2)CC1	1.1	1.1	1	1	2	-2	-4	-4	13	1.1
Cc1ccc(-n2cc(CNCCn3nc(C)cc3C)c(-c3ccc(F)cc3)n2)cc1	0.9	0.9	1	1	3	-2	2	1	8	1
COc1ccc(C2C(C#N)=C(SC)NC3=C2C(=O)CC(C)(C)C3)cc1 (stereo not drawn)	0.9	0.9	0.8	1.1	24	-1	-14	-5	0	1
CCCNC(=O)C1CCN(S(=O)(=O)c2c(C)noc2/C=C\c2ccc(OC)cc2)CC1	1	1	0.9	1	10	-8	10	1	6	1.1
NC(=O)c1sc2nc3c(c(-c4cccnc4)c2c1N)CCC3	0.9	0.9	0.9	1	11	0	-7	0	0	1.1

Structures above with an NH in an aromatic ring:
SMILES	PMI activator	PMI act satM6P	Diaph act CS	TNAP act hi DEA	Diaph inh CS	Efa HMGR inh	TNAP inh noacc	TNAP inh hiacc	G6PDH CS	FLuc act counter
Cc1ccc2nc(SCC(=O)c3ccc4c(c3)OCO4)[nH]c2c1	1	1.1	1	1	3	-2	-17	-3	1	1.1
O=c1[nH]c2ccc(S(=O)(=O)NCc3ccccc3)cc2[nH]1	1	1	1	1	5	2	18	0	5	1
Cc1sc2nc(CSc3nnc(Cc4cccs4)n3C3CCCCC3)[nH]c(=O)c2c1C	1.3	1.3	0.7	1	25	2	-12	-2	3	1.1
COc1cc2cc(C(c3nnnn3C3CCCCC3)N(C)C3CCCCC3)c(=O)[nH]c2cc1OC (stereo not drawn)	0.9	1	0.8	1	17	0	-2	0	5	1
COCCn1c(SCCN2CCOCC2)nc2c1c(=O)[nH]c(=O)n2C	1.1	1.1	0.9	1	9	2	-9	-4	-1	1.1
Cc1cc2[nH]cnc2c([N+](=O)[O-])c1C	0.8	0.7	0.7	1.1	25	-4	-15	-6	15	1.1
Nn1cnc2c([nH]c3ccccc32)c1=O	1.1	1.1	1.1	1	-7	-1	-18	-2	2	1
COC(=O)c1ccc2c(=O)n(CCCN3CCOCC3)c(=S)[nH]c2c1	0.9	1	0.9	1	8	4	-11	-3	0	1
CCc1nc(SCC(=O)Nc2cc(C)on2)n[nH]1	0.9	1	0.9	1	6	-2	-2	-2	6	1

Rows are unselected; overall some 1.7% were active at least once.
